p97 inhibitor – inhibitors of human p97 ATPase; P55072; recombinant p97 ATPase, Kinase-Glo ATP luminescence, 3 h; inhibition, % at 8 µM; 0.42% of 220,000 active; in the data active = inhibition above about 15%;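 note: 0% = DMSO vehicle and 100% = wells lacking enzyme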
NPY-Y1 antag – blocks the human neuropeptide Y Y1 receptor | 1% of 200,000 active | HEK293-CNG Y1 cells, membrane potential fluorescence; NPY at EC95, then isoproterenol | P25929 | inhibition, % at 3.6 µM;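 active = inhibition above the campaign mean inhibition of all tested compounds plus 3 SD, cut at about 20% in these data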;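 note: 0% = DMSO wells given NPY plus isoproterenol and 100% = isoproterenol alone without NPY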
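Material: HEK293 cells with Y1 receptor plus CNG channel; times: compound incubation 1 h at room temperature, readout 45 min post-stimulation; signal: fluorescence, membrane potential probe; read-out basis: fluorescence ratio normalized to % inhibition between controls; benchmarks: full-block control isoproterenol-only wells, zero-block control NPY plus isoproterenol wells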
NPY-Y2 PAM-ag – potentiates or activates human NPY-Y2 receptor. P49146. cells expressing NPY-Y2, potentiator/agonist read-out. activation, % at 3.6 µM. 0.45% of 220,000 active. AID 1359; in the data active = activation above about 27%;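 note: cells stimulated with NPY near EC25 plus isoproterenol at EC100; 0% = vehicle plus submaximal agonist and 100% = vehicle plus saturating agonist; some results beyond the cut were filed as inactive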
S1P4 antagonist – blocks the human S1P4 receptor. AID 1510. O95977. 0.26% of 220,000 active. S1P4-expressing cells, antagonist mode, reporter read-out. inhibition, % at 4.98 µM; in the data active = inhibition above about 29%;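 note: 0% = wells stimulated with agonist and 100% = vehicle wells without agonist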
NPY1 pot ag – human NPY-Y1 potentiation or agonism, primary screen | P25929 | NPY-Y1 expressing cells, potentiator/agonist activation | AID 1304 | activation, % at 3.6 µM | 0.37% of 220,000 active; in the data active = activation above about 33%, passing the limit was not always enough;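 note: cells stimulated with NPY at EC10 then isoproterenol at EC100; 0% = low agonist plus stimulus and 100% = saturating agonist plus stimulus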
EP2 mod – modulates human prostaglandin E2 receptor EP2 signaling. P43116. 0.83% of 260,000 active. induction, % at 25 µM. EP2-expressing cells, cAMP HTRF FRET, PGE2 co-stimulation;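 active = compounds whose cAMP rise, as percent of the full-agonist control response, exceeds 60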;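 note: rat C6 glioma line stably carrying human EP2 under a CMV promoter; the protocol text gives 20 µM as final concentration; 100% = response of wells given 1 µM PGE2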
eIF4E 4G PPI – inhibitors of eIF4E and eIF4G interaction in translation initiation; 0.37% of 220,000 active; inhibition, % at 21.7 µM; AID 782; TR-FRET eIF4E-eIF4GI(517-606) binding, 2 h;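 active = inhibition above about 30%, limit read from the data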;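 note: 0% = full FRET control wells and 100% = background wells lacking eIF4GI fragment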
S1P4 ag – human S1P4 receptor agonism; 0.35% of 220,000 active; AID 1509; activation, % at 4.98 µM; S1P4-expressing cell line, agonist reporter assay; in the data active = activation above about 11%;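 note: 0% = DMSO vehicle and 100% = reference agonist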
PGE2 EP2 inh – EP2 receptor (human) inhibition. C6 glioma cells expressing human EP2, cAMP TR-FRET; cells stimulated with saturating PGE2. inhibition, % at 25 µM. 0.52% of 260,000 active. AID 1422;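 active = percent inhibition above 40 after rounding to a whole number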;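 note: rat C6 glioma host cells with rolipram phosphodiesterase inhibitor present; the protocol text gives 20 µM as final concentration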
Numbers without * were called inactive; / = not tested or not shown; & = joins results of further samples; [ ] = remark or other dose. A portion of the library. The share of hits here may be higher or lower than overall.

Order of results – p97 inhibitor	NPY-Y1 antag	NPY-Y2 PAM-ag	S1P4 antagonist	NPY1 pot ag	EP2 mod	eIF4E 4G PPI	S1P4 ag	PGE2 EP2 inh
> O=S(=O)(c1cccc2nsnc12)N1CCc2ccccc21
  -7	-3	16	-2	13	14	4	-0.5	8
> COc1ccc(NS(=O)(=O)c2ccc(C)c(NC(=O)c3ccc(C)c(S(=O)(=O)N4CCOCC4)c3)c2)cc1
  -5	2	-6	-3	-9	-11	-7	0.5	3
> O=C(NCc1cccnc1)c1ccc(NC(=O)c2cccc([N+](=O)[O-])c2)cc1
  5	6	-10	-2	-20	-38	-1	0.4	7
> CN(C)S(=O)(=O)N1CCCC(C(=O)c2ccc(-c3ccccc3)c(F)c2)C1 (stereo not given)
  -3	10	6	5	-2	-39	1	-0.4	13
> Cc1cc(C)n(-c2nc(-c3ccc(Cl)cc3)cs2)n1
  0	2	12	9	9	23	4	-2.3	12
> O=[N+]([O-])c1ccc(C(O)C23CN4CN(CN(C4)C2)C3)cc1 (stereo not given)
  2	1	-15	-4	7	17	-4	-0.1	2
> COc1ccc(C(=O)Nc2ccc(Oc3nc(C)nc4sc(-c5ccccc5)cc34)cc2)cc1OC
  5	-6	4	-9	4	4	-1	-2.0	6
> O=C(COc1ccccc1)Nc1nnc(-c2ccc3c(c2)CCCC3)o1
  4	5	-24	-13	-14	-28	0	5.9	9
> CC1(C)Cc2c(sc3nnn(CC(=O)Nc4ccccc4)c(=O)c23)CO1
  5	/	15	-7	13	3	0	0.7	14
> O=C(OCn1nnc2ccccc2c1=O)c1cn(-c2ccccc2)nc1-c1cccnc1
  -4	-3	-16	-8	-45	-33	-20[fluorescence artefact?]	0.9	14
> CCOC(=O)N1CCN(c2c(N3CCN(c4ccccn4)CC3)c(=O)c2=O)CC1
  3	0	-6	-6	5	20	-6	0.7	9
> COC(=O)CN1C(=S)N(c2ccccc2)C(=O)C1CC(=O)Nc1ccc(Cl)cc1 (stereo not given)
  1	-11	14	-28	25	-36	2	2.2	9
> O=C(COc1ccc(Br)cc1)Nc1cc(S(=O)(=O)N2CCCCC2)ccc1N1CCCCC1
  4	-10	17	-6	17	19	1	0.1	3
> CCOC(=O)CNc1nc(C#N)nc(N2CCOCC2)n1
  -2	2	0	-29	12	4	3	-1.1	11
> Cc1nn(-c2ccc(F)cc2)c(C)c1CN1CCN(CCc2ccccc2)C(CCO)C1 (stereo not given)
  -3	2	-14	-8	-12	9	2	2.0	5
> COC(=O)c1cn(NC(=O)c2ccc(OC)c([N+](=O)[O-])c2)c(=O)c2ccccc12
  -5	4	-1	-6	-43	-9	2	2.2	7
> CCOC(=O)c1c2c(n(C)c1COC)C(=O)C(=O)c1ccc(Br)cc1-2
  5	-2	13	-3	-9	/	/	2.7	19
> CCN(CC)C(=O)C(=O)c1cccn1-c1c(Cl)cccc1C#N
  -3	4	-11	-1	-3	4	0	0.9	6
> Cc1ccc(N2C(=O)c3ccccc3C2Nc2ccc(S(=O)(=O)N3CCOCC3)cc2)nc1 (stereo not given)
  4	-1	10	3	8	3	6	0.4	12
> Cn1c(NC(=O)c2ccc3c(c2)OCO3)cc(=O)n(C)c1=O
  -8	-2	6	-20	5	23	7	-1.1	5

Reprinted at random: two entries already listed, in no set order.
Order of results – p97 inhibitor	NPY-Y1 antag	NPY-Y2 PAM-ag	S1P4 antagonist	NPY1 pot ag	EP2 mod	eIF4E 4G PPI	S1P4 ag	PGE2 EP2 inh
> O=C(OCn1nnc2ccccc2c1=O)c1cn(-c2ccccc2)nc1-c1cccnc1
  -4	-3	-16	-8	-45	-33	-20[fluorescence artefact?]	0.9	14
> COC(=O)CN1C(=S)N(c2ccccc2)C(=O)C1CC(=O)Nc1ccc(Cl)cc1 (stereo not given)
  1	-11	14	-28	25	-36	2	2.2	9

(continued)
Order of results – p97 inhibitor	NPY-Y1 antag	NPY-Y2 PAM-ag	S1P4 antagonist	NPY1 pot ag	EP2 mod	eIF4E 4G PPI	S1P4 ag	PGE2 EP2 inh
> O=C(NCCCn1ccnc1)/C(=C\c1cccnc1)NC(=O)c1ccco1
  4	6	-5	12	12	18	3	1.5	8
> CCOC(=O)c1ccc(NC(=O)N2CCN(c3ccccc3OC)CC2)cc1
  -3	0	-5	-2	10	-24	-5	0.9	10
> Cc1cc(C(=O)C(C)Cl)c(C)n1Cc1ccco1 (stereo not given)
  -5	1	-13	-12	0	-8	9	-1.3	-1
> O=C(CSc1nccc(=O)[nH]1)c1c[nH]c2ccccc12
  9	/	2	-4	9	-9	1	-0.8	12
> Cc1cccc(NC(=O)CSc2ncnc3nc[nH]c23)c1C
  3	1	9	-10	4	13	-4[fluorescence artefact?]	-0.8	/
> O=c1[nH]n(-c2ncnc3c2cnn3-c2ccccc2)c(=O)c2ccccc12
  4	-2	2	-3	6	34	-15	0.0	13
> COc1ccc(CNC(=O)c2cc3c(=O)n4ccccc4nc3n(Cc3cccnc3)c2=N)cc1
  1	1	-10	-7	0	-16	3	-0.4	10
> O=[N+]([O-])c1cccc(S(=O)(=O)[N-]c2nc3ccccc3nc2-n2cc[n+](Cc3ccccc3)c2)c1
  2	/	10	-9	19	3	-5	0.5	9
> O=C(CN1CCOCCOCCOCC1)Nc1ccccc1
  3	2	-15	9	-25	-5&-6	-6	-2.6	9&10
> Cc1c(NC2=C(Cl)C(=O)N(c3ccccc3)C2=O)c(=O)n(-c2ccccc2)n1C
  10	6	5	11	15	-1	-1	0.4	17
> COC(=O)COc1c(Cl)cc(Cl)c2ccc(C)nc12
  -2	3	-1	-7	-6	20	-1	0.7	3
> Cc1cnc(NS(=O)(=O)c2ccc(Cl)cc2)c(Br)c1
  6	/	2	-16	7	16	-7	3.0	2
> O=C(OCc1nnc(-c2ccc(Cl)cc2)o1)c1ccc(=O)n(Cc2ccccc2)n1
  -4	-1	-12	-19	-4	-41	-2[fluorescence artefact?]	1.3	17
> CN(C)S(=O)(=O)c1ccc2oc(SCC(=O)Nc3ccccc3F)nc2c1
  3	2	-12	-6	6	-1	2	2.0	5
> COC(C)(C)[C@]12CC(O)(C(C)C)ON1[C@H]1CCCCC1N2O (stereo not given in full)
  2	-3	6	-13	-3	-6	-12	3.1	12
> Cc1ccccc1S(=O)(=O)Cc1ccc(C(=O)N2CC(C)CC(C)C2)o1 (stereo not given)
  -3	-2	1	-14	13	-13	-4	-0.9	19
> CCC(=NC1CC(C)(C)NC(C)(C)C1)C1=C(O)CC(C)(C)CC1=O
  3	1	4	4	4	10	5	3.1	14
> CC(C)[C@H](Nc1nc(-c2ccccc2)nc2c1oc1ccccc12)C(=O)O
  3	3	-10	-8	-6	6	-4[fluorescence artefact?]	-1.1	10
> COc1ccccc1CNC(=O)COC(=O)c1ccc(NC(N)=O)cc1
  -2	3	3	-25	-10	-12	8[fluorescence artefact?]	-0.4	13
> CNc1ccc(Br)cc(C(=O)/C=C/c2cc(OC)ccc2OC)c1=O
  9	6	11	-25	-1	-20	10[fluorescence artefact?]	2.5	7
> CC12CC(NC(=O)N1CCc1ccccc1)c1ccccc1O2 (stereo not given)
  -6	-2	-9	1	-2	36	0	2.5	5
> COc1ccc(S(=O)(=O)Nc2ccccc2C(=O)OC2CCCN(C)C2)cc1OC (stereo not given)
  1	3	4	-1	2	17	0	1.5	13
> COc1cccc(=O)c2c(C)oc(C)c12
  -2	6	-23	4	-3	1	2[fluorescence artefact?]	-0.7	11
> Fc1ccc2nc(Nc3nc4c(s3)CCCC4)sc2c1
  2	5	0	-5	33	-10	/	1.4	3
> O=C(COc1ccc(Br)cc1CO)Nc1ccccc1F
  2	-2	-7	0	2	-7	3[fluorescence artefact?]	0.0	23
> COc1c(C)cc(S(=O)(=O)N2CCCC2)c(C)c1C
  0	0	-7	12	4	-23	-2[fluorescence artefact?]	0.5	9
> COc1ccc(C(c2c(NC(=O)c3ccccc3)sc(C)c2C)N2CCN(CCO)CC2)cc1 (stereo not given)
  -7	4	24	-17	-21	-4	-10[fluorescence artefact?]	-1.1	8
> Cc1ccc(NNC2CC(=O)N(c3cccc(Cl)c3)C2=O)cc1 (stereo not given)
  4	-3	9	-2	2	-32	3	-0.8	3
> Cc1ccc(NC(=O)COC(=O)CN2C(=O)NC(C)(C)C2=O)cc1S(=O)(=O)N1CCOCC1
  4	4	-1	-29	0	-3	2	0.5	3
> O=c1cc(O)c2c(=O)n(-c3ccccc3)c3ccccc3c2o1
  5	0	-10	1	16	13	-20	-0.8	9
> CSc1cccc(CN2CCCC(CO)(Cc3cccc(Cl)c3)C2)c1 (stereo not given)
  -3	19	-6	-7	-1	-26	0	-1.6	2
> Oc1ccc(-n2cnnn2)cc1
  -2	4	-2	5	7	22	5[fluorescence artefact?]	30*	8
> COc1ccccc1NC(=O)CSc1nc2ccccc2cc1Cc1ccccc1
  -10	26*	-8	-23	-70	-6&38	-3[fluorescence artefact?]	-2.0	6&16
> CCc1c(O)nc(SCC(=O)N2CCCCC2)n(-c2ccccc2C)c1=O
  5	5	17	2	-17	-2	4[fluorescence artefact?]	-0.1	2
> O=C(CSc1ncnc2ccccc12)N1CCCC1
  3	-4	-6	2	12	-8	4	1.2	10
> CCC(C)(C)n1nnnc1C(c1ccccc1)N1CCc2ccccc2C1 (stereo not given)
  0	7	-13	-2	12	10	0	1.1	11
> OCCNCc1cc(Br)ccc1OCc1ccccc1Cl
  1	5	-25	-12	-68	-1	-1[fluorescence artefact?]	0.9	9
> Nc1cccc2cnccc12
  16*	1	7	5	8	-14	-8	0.6	23
> O=C(COc1cccc2cccnc12)NNC(=S)Nc1ccccc1
  10	-1	0	1	1	3	-6	0.1	10
> COC(=O)c1ccc(C(=O)N(CCN(C)C)c2nc3c(Cl)cccc3s2)cc1
  6	7	-3	-16	-25	17	4	1.6	4
> O=C(N/N=C/c1cc2c(cc1Cl)OCO2)c1ccc2c(c1)OCCO2
  2	/	-16	8	-4	-55	0	-2.0	11
> CCOC(=O)N1CCN(C(=O)Nc2ccc(Cl)cc2Cl)CC1
  -2	1	-6	1	-20	16	1	1.3	14
> CCCC(=O)N(c1ccccc1)C1C=CS(=O)(=O)C1 (stereo not given)
  -2	6	-10	-1	-2	-4	3	-0.8	3
> CCn1nnc(NC(=O)COc2ccc([N+](=O)[O-])cc2)n1
  6	/	-19	-16	20	5	3	0.0	7
> CN(C)S(=O)(=O)c1cccc(NC(=O)Cc2ccc(Cl)cc2)c1
  0	-7	3	-13	6	-20	-3	0.0	8
> COc1ccc(/C=N/Nc2nnc(Cc3ccccc3)c(=O)[nH]2)cc1
  3	/	-1	-2	9	-22	-5	-0.1	10
> C=CCN=c1scc(C)n1/N=C/c1ccc(O)c(O)c1
  2	6	-14	12	5	-83	0	0.2	2
> COc1cc(NC(=O)CCn2c(=O)[nH]c3ccsc3c2=O)cc(OC)c1
  0	-4	-19	-16	-35	9	-2	-1.9	8
> CCOc1ccc(-n2c(=O)cc(N3CCN(c4ccccc4)CC3)[nH]c2=O)cc1
  3	0	-3	-4	3	2	-8[fluorescence artefact?]	0.8	10
> Cc1nc2nc[nH]n2c(=O)c1CCOC(=O)c1ccccc1F
  0	-1	-9	-1	2	4	1	0.5	1
> COc1cccc2c(=O)c(C(=O)O)c[nH]c12
  1	2	-13	-2	19	7	4	3.3	9
> COc1cccc(CSc2nnc(-c3ccco3)n2C)c1
  6	0	4	-1	0	25	3	-0.7	4
> CCOc1ccc(Cl)cc1CNCCNCCO
  -1	7	6	-7	-18	17	2	0.7	8
> O=C(c1ccc(-c2nc3ccccc3s2)s1)N1CCOCC1
  -10	-4	8	-3	6	-64	-1	-1.1	6
> NC(=O)c1c(N)sc2c1CCCC2
  6	-6	0	3	0	34	1	-0.5	15
